MBNL1-CUG inh: MBNL1-poly(CUG) RNA binding inhibition | TR-FRET MBNL1-His/biotin-(CUG)12 binding, 665/545 ratio | AID 2675 | 0.036% of 280,000 active | Q9NR56 | Potency, µM (series often up to 57.5 µM), inactives show top-dose activity change, negative = inhibition, most hits filed as inhibitors; active = well fitted inhibition curve with a large enough effect in the signal ratio, with a control signal flat, not every such curve was filed as active; inconclusive = small, poorly fitted or top-dose-only effect, or effect the other way, or a change in a side signal; inactive = no such curve, though single readings can be large or run the other way; the % refers to the signal ratio; note: potency is the fitted concentration of half-maximal effect; % is set by controls: 0 for no effect and ±100 for the full control effect
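Compound titration spanned 92 nM–58 uM against the MBNL1-His/biotin-(CUG)12 complex. After 60 min at room temperature with 5 nM streptavidin-XL665 and 0.055 ng/ul terbium anti-His, ratiometric 665/545 nm emission (Ex 340 nm) normalized to controls.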
RORg inh: blocks mouse ROR gamma transcriptional activity; 5.4% of 310,000 active; AID 2551; P51450; Drosophila S2 Gal4-RORgamma UAS-luciferase reporter, 20 h; Potency, µM (top dose mostly 53.6 µM), for inactives: at the top dose activity change, negative = inhibition, most hits filed as inhibitors; note: potency is the fitted concentration of half-maximal effect; % is set by controls: 0 for no effect and ±100 for the full control effect; nearly all actives have a fitted effect of over 60% in size
Target sequence (P51450 whole entry, looked up, the tested form may be a part): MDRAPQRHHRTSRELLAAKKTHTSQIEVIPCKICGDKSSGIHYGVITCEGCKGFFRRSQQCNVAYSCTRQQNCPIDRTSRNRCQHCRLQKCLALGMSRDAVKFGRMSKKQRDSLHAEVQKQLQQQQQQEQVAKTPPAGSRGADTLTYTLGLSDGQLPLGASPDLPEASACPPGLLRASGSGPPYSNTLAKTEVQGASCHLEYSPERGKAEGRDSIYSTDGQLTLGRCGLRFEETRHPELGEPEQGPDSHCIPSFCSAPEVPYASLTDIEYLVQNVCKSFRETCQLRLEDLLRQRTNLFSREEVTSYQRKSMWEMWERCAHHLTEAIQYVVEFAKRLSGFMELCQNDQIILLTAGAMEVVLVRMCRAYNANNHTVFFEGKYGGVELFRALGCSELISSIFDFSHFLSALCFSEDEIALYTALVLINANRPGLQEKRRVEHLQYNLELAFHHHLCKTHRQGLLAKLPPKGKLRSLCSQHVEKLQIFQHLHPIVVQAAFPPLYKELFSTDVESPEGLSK
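Using a luciferase readout, inhibitors were identified by reduced reporter activity in Drosophila cells coexpressing a copper-inducible Gal4–ROR gamma fusion and UAS-driven Photinus luciferase, incubated 20 hr after 700 uM copper sulfate.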
NPC1 promoter act: NPC1 promoter activation | Huh7 NPC1 promoter luciferase reporter, 24 h | Potency, µM (series often up to 9.22 µM), without a hit: top-dose activation, usual class: activators | 2.4% of 320,000 active;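 note: potency is the fitted concentration of half-maximal effect; % of control where 0% means no effect; nearly all actives have a fitted effect of over 60% in size; reporter is driven by a mutant NPC1 promoter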
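Cells: Huh7 expressing luciferase under the NPC1 promoter, 1500/well. Seeded 2 h, compound added, incubated 24 h at 37 °C. Luciferase reagent, 10 min ambient, then luminescence.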
Menin-MLL TR inh: menin-MLL binding inhibition, Texas Red mutant peptide. 0.23% of 270,000 active. O00255. Potency, µM (highest dose often 61.6 µM), for inactives: top-dose FP activity change, negative = inhibition, most hits filed as inhibitors. Menin + Texas Red MLL mutant peptide, fluorescence polarization; active = well fitted inhibition curve with a large enough effect in the polarisation, with a control signal flat, not every such curve was filed as active; inconclusive = small, poorly fitted or top-dose-only effect, or effect the other way, or a change in a side signal; inactive = no such curve, though single readings can be large or run the other way; the % refers to the polarisation; note: potency is the fitted concentration of half-maximal effect; % of control where 0% means no effect; many of its hits are not listed in these tables
FLuc modulator: inhibits or activates purified firefly luciferase, miR-21 counter-screen; P08659; purified FLuc, Km substrates, luminescence inhibition; Potency, µM (highest dose often 57.5 µM), for inactives: at the highest dose activity change, negative = inhibition, usual class: inhibitors; 6.9% of 360,000 active; AID 588342;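 note: potency is the fitted concentration of half-maximal effect; plate controls were vehicle for no effect and reference inhibitor for full effect; nearly all actives have a fitted effect of over 55% in size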
Target sequence (P08659 whole entry, looked up): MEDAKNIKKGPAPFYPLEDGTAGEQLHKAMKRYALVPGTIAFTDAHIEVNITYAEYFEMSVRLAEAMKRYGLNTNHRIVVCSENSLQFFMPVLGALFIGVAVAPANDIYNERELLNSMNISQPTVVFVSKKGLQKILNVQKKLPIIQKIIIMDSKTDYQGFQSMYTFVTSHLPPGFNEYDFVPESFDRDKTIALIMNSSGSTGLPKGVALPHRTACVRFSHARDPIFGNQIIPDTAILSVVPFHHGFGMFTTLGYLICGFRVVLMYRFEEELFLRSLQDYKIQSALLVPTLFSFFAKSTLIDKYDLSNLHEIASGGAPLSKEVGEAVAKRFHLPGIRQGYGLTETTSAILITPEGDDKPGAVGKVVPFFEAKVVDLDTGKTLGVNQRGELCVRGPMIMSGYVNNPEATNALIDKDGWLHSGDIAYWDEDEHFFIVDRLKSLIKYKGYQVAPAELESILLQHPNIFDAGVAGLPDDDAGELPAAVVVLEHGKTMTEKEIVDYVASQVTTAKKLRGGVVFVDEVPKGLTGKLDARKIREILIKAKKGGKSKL
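Biochemical qHTS of compounds, final roughly 60 µM downward over six points, against 10 nM purified firefly luciferase using Km concentrations of substrates (10 uM D-luciferin, 10 uM ATP) in Tris acetate pH 7.5 buffer; luminescence output.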
PKM2 activator: activators of human pyruvate kinase M2. P14618. purified PKM2, Kinase-Glo ATP luminescence, activation; response scale: 0% is enzyme alone, no compound. Potency, µM (highest dose often 57.5 µM), without a hit: at the top dose activation, actives largely listed as activators. 0.34% of 260,000 active. AID 1631; note: potency is the fitted concentration of half-maximal effect; % is set by controls: 0 for no effect and ±100 for the full control effect; nearly all actives have a fitted effect of over 55% in size
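ATP formation by purified human PK-M2, quantified via coupled luciferase luminescence after 1 h at room temperature with 0.1 mM ADP and 0.5 mM PEP final.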
Mito fusion yeast: inhibitors of mitochondrial division or activators of mitochondrial fusion | S. cerevisiae fusion-defective mutant growth rescue, CellTiterGlo 48 h | Potency, µM (top dose mostly 46.1 µM), for the others: top-dose growth rescue (activation), actives largely listed as activators | 0.23% of 320,000 active | AID 485298;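 note: potency is the fitted concentration of half-maximal effect; % of control where 0% means no effect; nearly all actives have a fitted effect of over 45% in size; temperature-sensitive fusion mutants such as fzo1-1 at 37 °C on non-fermentable ethanol glycerol medium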
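Growth-rescue viability read-out: after 48 h at the non-permissive 37C in glycerol/ethanol YPEG, yeast mitochondrial fusion mutants are measured by CellTiterGlo luminescence; compounds (23 nl pinned per well) restoring growth score as division inhibitors or fusion activators.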
Rab9 promoter act: activators of Rab9 promoter; Huh7 Rab9 promoter-luciferase reporter, luminescence, 24 h; Potency, µM (highest dose often 9.22 µM), for inactives: at the highest dose activation, negative = inhibition, usual class: activators; 2.8% of 320,000 active; AID 485297; note: potency is the fitted concentration of half-maximal effect; % of control where 0% means no effect; nearly all actives have a fitted effect of over 60% in size
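Steps: seed 1500 Huh7 Rab9-luc cells per well, rest 2 h at 37 °C; add compound in DMSO; incubate 24 h; add luciferase reagent, 10 min ambient; read luminescence.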
KCNH2 3.1 inh: KCNH2 3.1 (human) potassium channel inhibition. activity change, % (tested at about 1.8 µM). AID 720553. U2OS KCNH2 3.1, thallium flux FluxOr; stronger effect = lower value. 0.95% of 340,000 active;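 active = maximum activity change below -70%; inconclusive = maximum activity change from -70% to -50%; inactive = maximum activity change above -50%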;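 note: thallium influx rate constant from kinetic fluorescence after stimulation buffer; % is set by controls: 0 for no effect and ±100 for the full control effect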
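Normalized rate constant (relative to positive and negative DMSO controls) derived from a 2 min kinetic fluorescence read after stimulation; U2OS cells expressing the 3.1 isoform via virus at 1.77 x 10^8 /mL.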
ELG1 DNA repair: inhibitors of ELG1-dependent DNA repair in HEK293T cells; 2.3% of 330,000 active; AID 504467; Potency, µM (top dose mostly 46.1 µM), inactives show at the top dose activity change, negative = inhibition, usual class: inhibitors; HEK293T ELG1-luciferase reporter, luminescence, 16 h; DNA damage induced by 5-fluorouridine; note: potency is the fitted concentration of half-maximal effect; % is set by controls: 0 for no effect and ±100 for the full control effect; nearly all actives have a fitted effect of over 55% in size
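Step one: seed 2,000 cells per well. Step two: pin-transfer compound or DMSO alongside 5-fluorouridine. Step three: incubate 16 hr, 37 °C, 5% CO2. Step four: add ONE-Glo, wait 30 min, read luminescence.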
VP16 counter: Gal4-VP16 reporter inhibition counter-screen. Drosophila S2 Gal4-VP16 UAS-luciferase, luminescence, 20 h. Potency, µM (series often up to 53.6 µM), for inactives: top-dose activity, negative = inhibition, usual class: inhibitors. 3.5% of 310,000 active;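 note: Gal4-VP16 expression switched on by copper sulfate through the metallothionein promoter; potency is the fitted concentration of half-maximal effect; % is set by controls: 0 for no effect and ±100 for the full control effect; nearly all actives have a fitted effect of over 50% in size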
Starred values were filed as active, the others as inactive; ? = inconclusive; . = no result given; & = joins results of further samples. Unless noted, calls come from the whole dose curve; as a rule, active = well fitted curve in the direction sought with a large enough effect; inconclusive = small, poorly fitted or top-dose-only effect, or another doubt; inactive = no such curve, though single readings can be large; an effect the other way counts as inactive or inconclusive.

Results follow in this order: RORg inh, Rab9 promoter act, Menin-MLL TR inh, KCNH2 3.1 inh, FLuc modulator, VP16 counter, PKM2 activator, ELG1 DNA repair, Mito fusion yeast, NPC1 promoter act, MBNL1-CUG inh
> CC1CC[C@@]2(OC1)O[C@H]1CC3[C@@H]4C[C@@H](O)[C@@]5(O)C[C@@H](O)[C@H](O)C[C@]5(C)[C@H]4CC[C@]3(C)[C@H]1[C@@H]2C (stereo partly specified)
    -21%, -5%, 26%, 0, 0%, -2%, ., -1%, -20%, -4%, 2%
> CC(C)c1[nH]nc2c1C(c1ccco1)C(C#N)=C(N)O2 (stereo unspecified)
    10%, -6%, 5%, 3, -2%, -28%, -1%, 6%, -2%, -4%, 9%
> Cc1cccc(C(=O)Nc2ccc(N3CCN(c4ccc(C(F)(F)F)cn4)CC3)nc2)c1
    0%, -2%, ., 6, 2%, -7%, -13%, 16%, -3%, 4%, -12%
> O=C(c1ccc(Cn2c(=S)[nH]c3ccc(N4CCOCC4)cc3c2=O)cc1)N1CCN(c2ccc(F)cc2)CC1
    ?, 29%, 10%, -11, -18%, 0%, 0%, ?, 1%, 17%, ?
> N#Cc1cnn2cc(CCN3CCOCC3)c(-c3ccc(F)cc3)nc12
    -8%, 0%, 21%, 3, -1%, 3%, -3%, 4%, -2%, -1%, 12%
> CCCC(C)NC(=S)Nc1cc(C)cc(C)c1 (stereo unspecified)
    1.4µM*, -2%, -22%, 8, 4%, 6.3µM*, -4%, -18%, -9%, 0%, 3%
> COc1ccc(N(CC(=O)N2CCN(Cc3ccccc3)CC2)S(C)(=O)=O)c(OC)c1
    -16%, 7%, -29%, 14, 2%, 3%, 0%, -7%, 0%, -1%, 3%
> CSCC[C@H](NC(=O)c1cc([N+](=O)[O-])ccc1Cl)c1nc2ccccc2[nH]1
    -14%, -3%, -12%, -1, 2%, -3%, -2%, -24%, 0%, 0%, ?
> O=C1Nc2ccc(Br)cc2C1Cc1ccccc1F (stereo unspecified)
    16%, 1%, 10%, 21, -7%, -6%, -12%, -1%, -2%, 4%, 1%
> Cc1c(NC(=O)Nc2ccc(C#N)cc2)c(=O)n(-c2ccccc2)n1C
    -5%, 0%, ?, -3, -1%&-3%, -4%, ., ?, 0%, -4%, -5%
> c1ccc(C2c3[nH]c4ccccc4c3CCN2Cc2cccn2-c2ccccn2)nc1 (stereo unspecified)
    0%, -2%, ., ?, -5%, 0%, 3%, -8%, 2%, 2%, 10%
> O=C(N/N=C/c1cc([N+](=O)[O-])ccc1O)C(O)(c1ccccc1)c1ccccc1
    0.89µM*, 0%, ?, 5, -15%, 0.89µM*, 0%, -7%, 0%, -5%, ?
> N#CC1CCCc2c1[nH]c1ccc([N+](=O)[O-])cc21 (stereo unspecified)
    1%, -2%, ., -10, 1%, 8%, 21%, ?, 3%, -5%, 1%
> COc1ccc(-c2ccc(CNCc3ccccn3)o2)cc1Cl
    ?, -3%, ?, ., ?, -4%, 3%, ?, -18%, -4%, 7%
> Cn1cccc1CC(=O)NNC(=S)Nc1ccc(Cl)cc1Cl
    ?, -2%, 15%, 2, 0%, ?, -9%, 2%, -3%, -6%, -10%
> O=C(Nc1c2c(nn1-c1cccc(Cl)c1)CS(=O)(=O)C2)c1ccco1
    -1%, -2%, 26%, -1, 0%, 1%, -4%, 8%, 1%, 7%, -3%
> CCCCn1c(N)c(N(CC(C)C)C(=O)CCCn2c(=O)oc3ccccc32)c(=O)[nH]c1=O
    ., -6%, ., -6, 4%, ., ., 10%, -1%, -4%, .
> CC(C)(C)NC(=O)COC(=O)c1ccccc1NC(=O)c1ccco1
    -29%, 0%, -8%, 3, -7%, 1%, 1%, -3%, -8%, 0%, 1%
> Cc1c(C(=O)OCC(=O)N2CCCC(C)C2)oc2ccccc12 (stereo unspecified)
    ., 24%, ., 12, ?, ., ., ?, 1%, 14%, .
> Cc1ccc(NC(=O)COc2ccc(Br)cc2CO)cc1
    0%, 21%, 4%, -3, 13µM*, 0%, 4%, ?, 1%, 21%, 6%

Entries listed so far that contain an aryl methoxy group, in the order listed:
Results follow in this order: RORg inh, Rab9 promoter act, Menin-MLL TR inh, KCNH2 3.1 inh, FLuc modulator, VP16 counter, PKM2 activator, ELG1 DNA repair, Mito fusion yeast, NPC1 promoter act, MBNL1-CUG inh
> COc1ccc(N(CC(=O)N2CCN(Cc3ccccc3)CC2)S(C)(=O)=O)c(OC)c1
    -16%, 7%, -29%, 14, 2%, 3%, 0%, -7%, 0%, -1%, 3%
> COc1ccc(-c2ccc(CNCc3ccccn3)o2)cc1Cl
    ?, -3%, ?, ., ?, -4%, 3%, ?, -18%, -4%, 7%

(next part)
Results follow in this order: RORg inh, Rab9 promoter act, Menin-MLL TR inh, KCNH2 3.1 inh, FLuc modulator, VP16 counter, PKM2 activator, ELG1 DNA repair, Mito fusion yeast, NPC1 promoter act, MBNL1-CUG inh
> CCOC(=O)NN1C(=O)c2ccccc2NC1c1ccccc1 (stereo unspecified)
    13%, 1%, 3%, 0, -1%, -12%, -4%, 10%, 0%, -5%, 0%
> CC(=O)N1CCN(CC(c2ccccc2)c2ccccc2)CC1
    -4%, 5%, 3%, 8, 4%, 1%, -6%, 1%, 1%, -3%, -5%
> NC(=O)C1CCN(C(=O)c2ccc(OCC(=O)Nc3cccc(C(F)(F)F)c3)cc2)CC1
    ., -4%, ., 9, 2%, ., ., 1%, -1%, -3%, .
> Cc1ccc(NC(=O)CN(C)C(=S)NC2CC2)cc1
    -10%, 5%, 9%, 5, -2%, -12%, -4%, 10%, -4%, -4%, 0%
> COCCNS(=O)(=O)c1cc(OC)c(C)cc1C
    13%, -6%, 2%, -3, -1%, -6%, 1%, 4%, 6%, -7%, -14%
> Cc1cnc(C(=O)OCC(=O)Nc2ccc(Br)cc2F)cn1
    ., 8%, ., -3, -1%, ., ., 24%, 2%, 2%, .
> CCOC(=O)C1(CC2CCCCO2)CCN(C(=O)Nc2ccc3c(c2)OCO3)CC1 (stereo unspecified)
    40%, 14%, 1%, 14, ?, 7%, -1%, 5%, 0%, 19%, -2%
> COc1cccc(CN(C)S(=O)(=O)c2c(C)noc2C)c1OC
    ., -1%, ., -2, 5%, ., ., 9%, 3%, -2%, .
> CN(CC(=O)Nc1ccccc1Br)C(=O)c1cc2c(s1)CCCCC2
    ., 29%, ., 1, 11µM*, ., ., ?, 19%, 26%, .
> CN(C)CCCN(Cc1cc2cc3c(cc2[nH]c1=O)OCO3)C(=S)Nc1ccccc1
    1%, -2%, -2%, -21, 1%, -1%, 2%, -17%, -6%, -2%, -4%
> CN1CCN(c2ccc(-c3cccc(NC(=O)COc4ccc(Cl)cc4Cl)c3)nn2)CC1
    ., ?, ., 2, 0.48µM*, ., ., ?, 0%, ?, .
> COc1ccc(C(=O)NCCc2nnc(SCC(=O)Nc3ccccc3C(C)C)n2C)cc1
    8%, -3%, -2%, 4, -16%, 2%, -2%, -13%, 1%, -4%, -4%
> O=C(Cn1c(=O)oc2ccccc21)N1CCN(S(=O)(=O)c2ccccc2)CC1
    ., -2%, ., 5, 1%, ., ., 5%, -4%, 0%, .
> O=C(O)CCCNS(=O)(=O)c1ccc(NCc2ccccc2)c(C(=O)O)c1
    -19%, 1%, -6%, 3, 0%, 0%, 1%, 7%, 1%, 3%, 2%
> CC(C)OC(=O)CSc1nnc(CNc2ccc(Cl)cc2)n1Cc1ccccc1
    ?, -5%, 3%, -8, 0%, ?, -3%, -26%, 16%, -1%, 12%
> Cc1cc(NC(=O)c2ccc(S(=O)(=O)Nc3ccccc3)cc2)no1
    29%, -8%, 22%, 2, 0%, -14%, 15%, 1%, 4%, -2%, 10%
> Cc1cc(NC(=O)COC(=O)C2CCN(C(=O)c3ccc(Cl)cc3)CC2)no1
    -23%, 1%, 5%, -10, 1%, 2%, 9%, -3%, 0%, -2%, -5%
> CCN(C(=O)CSc1nc2cc(C(=O)OC)ccc2c(=O)n1Cc1ccco1)c1cccc(C)c1
    36%, -2%, -5%, -43, -3%, 2%, 0%, 7.3µM*, 0%, -3%, 11%
> COc1ccc(CCNC(=O)CCS(=O)(=O)Cc2ccccc2C)cc1OC
    1%, -1%, 1%, -11, -3%, -3%, ., -2%, 6%, 0%, 2%

From PubChem BioAssay

The list is partial; rates above refer to the full screens.
